Assay outcomes deposited in PubChem BioAssay by several laboratories.
RBBP9 inh = human RBBP9 inhibitors, primary screen, biochemical, fluorescence polarization, FP-Rh probe, HTS. 220,000 tested, 0.2% active. inhibition, % at 7.94 µM. Serine hydrolase RBBP9 (Homo sapiens), O75884. recombinant RBBP9. AID 1515, 2009;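 active means inhibition above the campaign mean of all tested compounds plus 3 SD, cut at about 14% in these data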;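 further: plate controls were DMSO wells with RBBP9 for no effect and wells lacking RBBP9 protein for full effect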
Target sequence (O75884 whole entry, looked up): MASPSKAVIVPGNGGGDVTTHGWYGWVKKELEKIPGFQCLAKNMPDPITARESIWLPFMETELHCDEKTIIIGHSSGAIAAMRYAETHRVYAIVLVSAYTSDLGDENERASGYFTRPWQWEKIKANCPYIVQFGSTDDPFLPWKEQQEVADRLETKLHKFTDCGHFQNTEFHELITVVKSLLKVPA
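system = RBBP9 protein | input = RBBP9 at 2.5 µM in dispensed solution, before mixing | measured by = fluorescence polarization (mP), excitation 525 nm, emission 598 nm | incubation = enzyme-compound preincubation 30 min, then probe labeling 45 min, 25 °C | buffer or medium = Tris-NaCl-Pluronic buffer, pH 8.0 | compound = single dose 7.94 µM | also added = FP-Rh probe, 375 nM dispensing solution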
p47phox inh = p47phox/p22phox peptide binding inhibitors, primary screen, biochemical, uHTS, NADPH oxidase regulatory subunit; Neutrophil cytosol factor 1 (Homo sapiens), P14598; fluorescence polarization, 2 h; inhibition, % at 24.7 µM; 220,000 tested, 0.53% active;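 active means inhibition above about 30%, limit read from the data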;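 further: 0% = p47phox with labelled peptide and 100% = labelled peptide alone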
Runt-CBFb FRET = inhibitors of RUNX1 Runt–CBFb binding, primary screen, biochemical, FRET, Cerulean-Runt, Venus-CBFb, uHTS. Runt-related transcription factor 1 (Homo sapiens) + Core-binding factor subunit beta …. Cerulean-Runt/Venus-CBFb FRET ratio 530/480, 1 h. inhibition, % at 20 µM. 220,000 tested, 0.46% active. AID 1496, 2009;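 active means inhibition over about 50% at 20 µM in the single-dose screen, limit read from the data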;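 further: 0% = DMSO wells and 100% = excess unlabeled CBFb competitor control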
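Assay system: Cerulean-tagged RUNX1 Runt domain (FRET donor) fusion protein / Amount: 100 nM each of Venus-CBFb and Cerulean-Runt domain / Medium: Tris buffer pH 7.5 with salts and BSA / Also added: Venus-CBFb 100 nM / Schedule: 1 h complex formation plus 1 h compound treatment, room temperature / Signal: FRET fluorescence / Read-out: loss of energy transfer signal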
m-calpain inh = inhibitors of pig calpain II, primary screen, biochemical, fluorogenic peptide substrate, 1536-well. purified calpain II, 30 min. inhibition, % at 16 µM. 220,000 tested, 0.37% active;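 active means inhibition above about 50%, limit read from the data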
TbHK1 inh = Trypanosoma brucei hexokinase 1 inhibitors, primary screen, biochemical, G6PDH-coupled NADH absorbance, MLSCN library | inhibition, % at 10 µM | 220,000 tested, 0.11% active | AID 1430, 2008 | hexokinase 1 [Trypanosoma brucei] | recombinant TbHK1, G6PDH-coupled NADH A340;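 active means inhibition of 50% or more in the single-dose primary screen; inactive means inhibition below 50%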
p97 inhibitor = inhibitors of human p97 ATPase, primary screen, biochemical | Transitional endoplasmic reticulum ATPase (Homo sapiens), P55072 | recombinant p97 ATPase, Kinase-Glo ATP luminescence, 3 h | inhibition, % at 8 µM | 220,000 tested, 0.42% active; in the data active means inhibition above about 15%;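 further: 0% = DMSO vehicle and 100% = wells lacking enzyme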
EBV gp42 block = Epstein-Barr virus gp42 inhibitors, primary screen, biochemical, uHTS, fluorescence polarization. inhibition, % (tested at 21.74 µM). 220,000 tested, 0.42% active. AID 1085, 2008. Fluorescence polarization binding assay, mP read-out. Glycoprotein 42 (Epstein-Barr virus (strain AG876)), Q1HVG2; in the data active means inhibition above about 50%
Target sequence (Q1HVG2 whole entry, looked up): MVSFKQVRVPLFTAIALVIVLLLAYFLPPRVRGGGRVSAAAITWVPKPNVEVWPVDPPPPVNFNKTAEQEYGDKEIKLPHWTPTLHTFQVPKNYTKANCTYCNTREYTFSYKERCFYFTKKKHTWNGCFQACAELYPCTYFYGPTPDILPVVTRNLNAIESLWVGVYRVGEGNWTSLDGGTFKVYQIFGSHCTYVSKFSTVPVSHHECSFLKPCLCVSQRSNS
Furin inhibitor = human furin inhibitors, primary screen, biochemical, fluorescence intensity | purified furin, fluorogenic substrate cleavage | P09958 | 220,000 tested, 0.061% active | inhibition, % at 30 µM; in the data active means inhibition above about 25%; further: inactives centre near -15
Target sequence (P09958 108-714 limits assumed): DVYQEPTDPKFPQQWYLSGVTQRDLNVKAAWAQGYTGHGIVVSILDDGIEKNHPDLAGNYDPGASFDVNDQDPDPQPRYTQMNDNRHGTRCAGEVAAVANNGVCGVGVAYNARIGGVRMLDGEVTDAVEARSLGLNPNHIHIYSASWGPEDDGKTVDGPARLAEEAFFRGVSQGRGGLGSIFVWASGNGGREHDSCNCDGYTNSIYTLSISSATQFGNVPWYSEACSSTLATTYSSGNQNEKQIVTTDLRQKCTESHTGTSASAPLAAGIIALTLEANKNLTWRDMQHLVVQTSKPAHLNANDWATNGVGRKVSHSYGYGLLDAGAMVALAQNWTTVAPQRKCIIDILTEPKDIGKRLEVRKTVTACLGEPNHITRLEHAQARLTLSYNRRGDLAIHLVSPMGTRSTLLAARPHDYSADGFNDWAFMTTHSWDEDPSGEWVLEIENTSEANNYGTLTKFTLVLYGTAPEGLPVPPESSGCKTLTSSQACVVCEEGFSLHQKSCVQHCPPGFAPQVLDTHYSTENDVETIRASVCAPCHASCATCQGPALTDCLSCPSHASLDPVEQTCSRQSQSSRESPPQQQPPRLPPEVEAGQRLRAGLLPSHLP
Runt-SMMHC FRET = inhibitors of RUNX1 Runt–CBFb-SMMHC binding, primary screen, biochemical, FRET, Cerulean-Runt, Venus-CBFb-SMMHC, uHTS. inhibition, % at 20 µM. 220,000 tested, 0.74% active. Cerulean-Runt/Venus-CBFb-SMMHC FRET ratio 530/480, 1 h. Runt-related transcription factor 1 (Homo sapiens) + Core-binding factor subunit beta …. AID 1434, 2008;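 active means mean inhibition across duplicate retests at 20 µM reaching about 50%, limit read from the data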;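 further: 0% = DMSO wells and 100% = wells with excess untagged CBFb-SMMHC; inhibitors lower the FRET ratio by blocking Runt binding to CBFb-SMMHC; some results filed as inactive read as strong as hits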
An asterisk follows results filed as active; . = no result given; [ ] = remark or other dose.

SMILES,RBBP9 inh,p47phox inh,Runt-CBFb FRET,m-calpain inh,TbHK1 inh,p97 inhibitor,EBV gp42 block,Furin inhibitor,Runt-SMMHC FRET
CCOc1cc(CNC)ccc1OCC(=O)NC(C)(C)C,-3,1,0,7,8,-4,3,-12,-4
O=C(NNc1ccc([N+](=O)[O-])cc1)C12CC3CC(CC(C3)C1)C2,-1,-3,3,27,-17,3,-9,7,-4
Cc1nn(Cc2ccccc2)c(N)c1C#N,-3,-11,-2,8,5,4,-5,-24,-1
CC1SC(c2ccccc2)N(CC(O)c2ccc([N+](=O)[O-])cc2)C1=O (centres undefined),1,-7,-2,-8,-6,-2,0,-18,-2
Cc1cc(C(=O)CSc2nnnn2C)c(C)n1CCc1ccc(Cl)cc1,-3,2,0,20,-5,-1,-4,-14,0
Cc1cc(C(=O)CN2C(=O)C(=O)N(C3CCCC3)C2=O)c(C)n1-c1ccc(F)cc1,-5,-44,0,-25,1,0,-9,-11,0
CC(C(=O)N1c2ccccc2CCc2ccccc21)n1nnc(-c2ccc(N(C)C)cc2)n1 (centres undefined),-6,-20,-3,-34,-7,-1,-14,-8[20 µM],2
O=C1c2ccc3c4c(ccc(c24)C(=O)N1CCCCO)C(=O)N(CCCCO)C3=O,-3,62*,-3,-26,-20,1,42,-11,-5
COc1ccc(C2C3=C(CC(C)(C)CC3=O)N(C)C3=C2C(=O)CC(C)(C)C3)cc1,1,1,20,-355,-4,4,-5,-27,86*
CC1(C)CC(=O)c2c(-c3cccs3)n[nH]c2C1,-2,1,0,-61,-11,-1,-25,-13[20 µM],-5
O=C(Nc1cccc([N+](=O)[O-])c1)c1ccncc1,-10,-7,3,4,-6,-1,-6,-24,2
Cn1c(C(=O)N2CCc3ccccc3C2)cc2oc3ccccc3c21,-9,0,0,14,7,-1,-6,-1,-1
Cc1cc(C)n2ncc(/C(N)=N/OC(=O)Nc3ccccc3)c2n1,-8,-11,-2,12,-13,-6,-8,-6,2
O=C(CCc1nc2cccnc2n1Cc1ccccc1)NCCc1ccc(Cl)cc1,-7,-15,0,-24,-2,-9,-16,-21[20 µM],-3
NC(=NCCc1ccccc1)NS(=O)(=O)c1cccs1,0,11,0,-1,3,1,-8,-7,2
Cc1cc(C(=O)COc2ccccc2C(N)=O)c(C)n1C1CC1,-3,-16,-1,-29,-4,3,-12,-23,-1
COc1cccc(-c2nc(CS(=O)CC(=O)NC3CC3)c(C)o2)c1 (centres undefined),-1,-4,0,-2,1,-2,-1,-21,-2
COc1cc2c(cc1OC)CN(C(=O)c1cccs1)CC2,-5,8,-1,1,-6,5,4,-16,6
CC(O)(CS(=O)(=O)Cc1ccccc1)C(=O)Nc1cccc(C(F)(F)F)c1 (centres undefined),-4,-8,-1,-20,1,4,-8,-29[20 µM],5
Cc1ccc(C)[n+](CC(=O)N2CCCCC2)c1,-7,-10,-2,-23,-8,1,-4,-10,-1
CCCN1C(=O)SC(CC(=O)Nc2cccc3ccccc23)C1=O (centres undefined),1,-6,5,-22,2,4,-8,12[20 µM],4
CC(=O)N(C)c1ccc(NS(=O)(=O)Cc2ccccc2)cc1,-3,-5,0,0,3,0,-16,-34,-3
Cc1ccc2nc(N/C(=N/S(=O)(=O)c3ccc(F)cc3)c3ccccc3)sc2c1,-6,-6,-5,-116,-6,-1,-16,-20,2
CC(C)Cn1c2c(c(O)c(C(=O)Nc3ccc(F)cc3)c1=O)CCCC2,-5,-10,-2,-34,-2,-1,-6,-9,4
COC(=O)c1ccccc1NC(=O)Cn1cnc2c(cnn2-c2ccc(C)c(C)c2)c1=O,1,.,.,.,-8,3,.,-23[20 µM],.
COc1ccccc1Nc1nnc(SCC(=O)Nc2cc(C)on2)s1,-5,-17,2,11,-8,2,-2,-10[20 µM],5
CCOc1cc(C2NC(=S)NC(C)=C2C(=O)Nc2ccccc2)ccc1O (centres undefined),-2,-11,6,8,-17,8,-24,-17,-3
CCOC(=O)c1[nH]c2ccc(OC)cc2c1NC(=O)OC,-3,-8,0,-250,-15,3,2,-7,-6
CCCn1c(-c2ccccc2)cc(SC)c(C#N)c1=O,3,-3,1,-15,-18,4,-19,-23,-4
CC(=O)N1N=C(c2ccc(Cl)cc2)OC1c1ccc(C(C)C)cc1 (centres undefined),-2,-6,.,-1,3,4,-11,-5[20 µM],-9
Cc1cccc(-n2ccnc2SCC(=O)Nc2cc(C)on2)c1,-3,-4,2,27,0,3,0,-20[20 µM],-4
CS(=O)(=O)N(CC(=O)NCCSCc1ccco1)c1ccc2c(c1)OCO2,3,-3,-1,6,-4,5,-11,-16,1
O=C(NCCc1ccccc1)C(=S)N1CCCCC1,1,-3,-1,-16,-4,7,3,-20,2
COc1ccc(CCNC(=O)C(C)OC(=O)c2ccco2)cc1OC (centres undefined),-3,6,1,-28,-3,2,-5,-18[20 µM],1
COc1ccc(CCNC(=O)C(=O)N2CCCCC2)cc1OC,-6,-4,-1,-8,-3,-9,-2,-14[20 µM],5
Cc1ccc[n+](CC(=O)c2cc3ccccc3oc2=O)c1,-8,-2,-2,-30,9,0,-3,-13[20 µM],-7
CSc1ccc(CNCC(O)c2ccccc2)cc1 (centres undefined),-3,3,1,-2,-2,1,-7,-15,-10
NC(=S)Nn1c(-c2ccccc2)nc2ccccc2c1=O,2,-11,-1,-3,28,2,-9,-7,0
O=C(Nc1ccc(S(=O)(=O)Nc2nccs2)cc1)C1CC(=O)N(c2ccccc2)C1 (centres undefined),-8,-1,-21,-12,-8,6,-7,-20,0
O=C(Cn1cc(C(F)(F)F)ccc1=O)NC(c1ccccc1)c1ccccc1,-4,-1,-1,-6,-6,-3,-10,-25,2

Whole records, quoted from the list. Screens in order: RBBP9 inh | p47phox inh | Runt-CBFb FRET | m-calpain inh | TbHK1 inh | p97 inhibitor | EBV gp42 block | Furin inhibitor | Runt-SMMHC FRET
Entry for O=C(Nc1ccc(S(=O)(=O)Nc2nccs2)cc1)C1CC(=O)N(c2ccccc2)C1 (centres undefined) → -8 | -1 | -21 | -12 | -8 | 6 | -7 | -20 | 0
Entry for O=C(Cn1cc(C(F)(F)F)ccc1=O)NC(c1ccccc1)c1ccccc1 → -4 | -1 | -1 | -6 | -6 | -3 | -10 | -25 | 2

Going on with the list:
SMILES,RBBP9 inh,p47phox inh,Runt-CBFb FRET,m-calpain inh,TbHK1 inh,p97 inhibitor,EBV gp42 block,Furin inhibitor,Runt-SMMHC FRET
CCCN=C1NC(=O)C(CC(=O)NCCc2ccc(OC)c(OC)c2)S1 (centres undefined),1,-4,-3,-31,-1,3,-3,-12,2
CCn1c(C(=O)NCc2cccnc2)cc2sc(Cl)cc21,15*,-7,2,-8,7,3,-10,-6,0
C/C(=N\NC(=O)c1ccc(CN(C)S(=O)(=O)c2ccc(C)cc2)cc1)c1ccc(OC(F)F)cc1,-9,-4,2,24,-2,-5,-8,-5,-1
Cc1nc(Nc2ccc(Cl)cc2)c2nnn(Cc3ccccc3)c2n1,-10,-5,-3,-75,-3,4,-4,-23,1
CC(=O)c1cc2c(cc1NS(=O)(=O)c1ccccc1F)OCO2,-2,-4,27,9,-6,11,-4,-16,18
COc1ccc(N2CCC(CNC(=O)Nc3ccccc3)C2)cc1 (centres undefined),-4,-3,17,-2,-3,2,-15,-15[20 µM],17
COc1ccc(N2C(=O)CC(N3CCCC4CCCCC43)C2=O)cc1 (centres undefined),-8,-11,2,-28,-10,-5,-7,-19[20 µM],4
OC1CCCN(c2ncnc3c2nnn3Cc2c(F)cccc2Cl)C1 (centres undefined),-1,1,0,-4,0,4,-22,-28,4

RBBP9 inh: entries above that show a hit
SMILES,RBBP9 inh,p47phox inh,Runt-CBFb FRET,m-calpain inh,TbHK1 inh,p97 inhibitor,EBV gp42 block,Furin inhibitor,Runt-SMMHC FRET
CCn1c(C(=O)NCc2cccnc2)cc2sc(Cl)cc21,15*,-7,2,-8,7,3,-10,-6,0

Other structures.
SMILES,RBBP9 inh,p47phox inh,Runt-CBFb FRET,m-calpain inh,TbHK1 inh,p97 inhibitor,EBV gp42 block,Furin inhibitor,Runt-SMMHC FRET
CCOc1cc(CNc2ccc(OC)cc2)cc(Br)c1OCC(=O)NC(C)(C)C,-6,-6,-4,29,-3,-3,-3,-20[20 µM],-1
CS(=O)(=O)c1cccc(C(=O)NC(c2ccccc2)c2ccccc2)c1,-2,-12,0,-9,-2,1,-27,-5[20 µM],5
Cc1cccc(NC(=O)CSc2nnc(-c3ccc(S(=O)(=O)N4CCOCC4)cc3)n2C)c1,1,-11,-1,-9,-2,5,4,-6,6
C=CCSC1=C(C#N)C(c2ccccc2Cl)C(C(=O)c2cccs2)C(O)(C(F)(F)F)N1 (centres undefined),-6,8,0,1,31,8,-16,-6,-1
Cn1c(=O)n(C)c2cc(NC(=O)c3cccc([N+](=O)[O-])c3)c(Br)cc21,6,-3,1,-22,-11,0,0,-23,-4
Cc1ccccc1NC(=O)CSc1nnc(-c2ccco2)c(-c2ccco2)n1,-4,11,13,-12,-8,4,23,-20[20 µM],-3
COc1ccc(NC(=O)c2cccc(S(=O)(=O)N3CCc4ccccc43)c2)cn1,-12,-25,0,-5,-1,4,28,-12,-10
CC(OC(=O)CCc1nc(=O)c2ccccc2n1C)C(=O)NCc1ccc2c(c1)OCO2 (centres undefined),-5,-13,-2,-18,2,4,-11,-20,-6
O=C(N/N=C/c1cc2c3c(c1O)CCCN3CCC2)c1ccccc1O,3,21,-17,-80,-23,10,24,-2,-34
Cc1ccccc1S(=O)(=O)NC1OC(=O)C(Oc2ccccc2)=C1Br (centres undefined),-5,-5,2,-31,-10,2,-13,-19,3
COc1ccccc1NC(=O)CCCc1nc(-c2ccc(OC)c(OC)c2)no1,-5,7,-1,31,5,-1,-16,-5,2
CCn1ncc(/C=C2/SC(=S)NC2=O)c1C,-3,-7,-1,8,-6,-2,6,-7,3
COc1ccccc1COn1c(=O)c(-c2ccco2)[n+]([O-])c2ccccc21,-7,-5,1,-5,25,-4,9,-16,-14
CCOC(=O)CNS(=O)(=O)c1ccc(C)cc1,-11,1,-1,1,0,-4,6,-10,-1
Nc1nc(-c2cccnc2)nn1C(=O)Cc1ccccc1,-6,-8,1,-6,-3,0,-1,-16[20 µM],-2
CC1CN(C(=O)Nc2ccccc2)c2ccccc2-[n+]2ccsc21 (centres undefined),-5,3,17,22,-1,-7,-9,-8,9
CCOC(=O)c1cc2c(C)n(-c3ccc(C)cc3)c(C)c2ccc1=O,2,-2,12,26,-16,3,-2,-14,-8
COc1ccc2c(c1)C(=O)N(c1ccccc1OC)C(=O)C2(C)C,-8,8,-2,6,-10,1,-9,-19,0
O=C(NNC(=O)c1cnccn1)c1cccc([N+](=O)[O-])c1,-1,3,-2,-20,-19,0,-3,-31[20 µM],7
